# K1F lysis inhibition – protection from phage-mediated lysis, alamar blue read-out – E. coli UTI89, K1F phage, bacterial capsule biogenesis inhibitors (AID 488966). 0.02% of 340,000 active. one-dose inhibition, % at 100 µM; IC50 in µM for titrated hits. E. coli UTI89 K1F phage lysis, alamar blue, 2 h; higher % means a stronger effect;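 active = phage lysis inhibition, versus mean bacterial control, above a set limit; inconclusive = no clear call, values can overlap the other calls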;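 also: capsule biogenesis inhibitors block K1F phage lysis so surviving cells raise fluorescence; higher fluorescence means more inhibition of phage lysis; actives were called in the ten point dose series up to 300 µM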
# Salmonella PhoP GFP – inhibitors of PhoP regulon expression, primary screen, Salmonella Typhimurium, GFP reporter (AID 1863). 0.16% of 300,000 active. S. Typhimurium PhoP-regulated promoter GFP reporter, 4 h; higher % means a stronger effect. one-dose inhibition, % at 50 µM; IC50 in µM for titrated hits;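 active = inhibition over 29.93%, a cutoff 3 SD above the screen mean, later confirmed by dose response; inconclusive = inhibition over 29.93% but no dose response follow-up; inactive = inhibition at most 29.93% or unconfirmed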;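 also: 0% = low Mg2+ inducing control and 100% = high Mg2+ repressing control; strong numbers were not always called active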
# Large T inhibition – SV40 large T antigen inhibitors, biochemical (AID 1903) | SV40 large T antigen ATPase/helicase inhibition assay; higher % means a stronger effect | one-dose inhibition, % at 20 µM; IC50 in µM for titrated hits | 0.39% of 310,000 active; in the data active = a potency from the dose series; inconclusive = inhibition mostly from about 32% at the one dose, without a potency; inactive = the rest, 99 in 100 with inhibition below about 32%; also: strong numbers were not always called active
# HIV fusion peptide – cell-free HIV fusion peptide-binding blockers – biochemical, uHTS, fluorescence dequenching, primary screen (AID 1986) | cell-free peptide binding, fluorescence dequenching, 30 min; higher % means a stronger effect | one-dose inhibition, % at 20 µM; IC50 in µM for titrated hits | 0.3% of 290,000 active; in the data active = inhibition mostly above about 52%, no sharp cut-off; inactive = mostly below about 76%; also: some results filed as inactive read as strong as hits
# RSV antiviral HEp-2 – RSV antiviral activity via CPE protection, HEp-2 cells, primary 10 µM value included (AID 2391) | one-dose CPE inhibition, % at 10 µM; IC50 in µM for titrated hits | 0.13% of 310,000 active | HEp-2 cells, RSV-induced CPE inhibition; higher % means a stronger effect; in the data active = a potency from the dose series; inconclusive = CPE inhibition mostly from about 23% at the one dose, without a potency; inactive = the rest, 99 in 100 with CPE inhibition below about 21%; also: strong numbers were not always called active
# GPR55 LPI antagonism – GPR55 antagonists blocking LPI-driven arrestin recruitment, primary screen, imaging, U2OS, beta-arrestin-GFP, LPI agonist (AID 2013). inhibition, % at 10 µM, or IC50 in µM where a hit was titrated. U2OS GPR55 beta-arrestin-GFP translocation imaging, LPI antagonism; higher % means a stronger effect. 0.13% of 290,000 active;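 active = spots per cell inhibited over 60%, with over 100 cells counted and total cytoplasm intensity under 500,000; inconclusive = wells with under 100 cells, flagged as likely toxic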;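 also: U2OS cells stably carrying GPR55 and arrestin-GFP stimulated by 5 µM LPI near EC80; imaged beta-arrestin-GFP aggregate spots per cell after agonist stimulation; plate controls were LPI-stimulated DMSO wells for no effect and DMSO wells without LPI for full effect; some results filed as inactive read as strong as hits; confirmed hits need IC50 under 10 µM and bright autofluorescent wells are also inconclusive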
# Rac1 GTP hydrolysis – MgcRacGAP GTPase-activating activity inhibitors, confirmation, biochemical, ADP Hunter fluorescence | inhibition, % at 30 µM, or IC50 in µM where a hit was titrated | MgcRacGAP-stimulated Rac1 GTP hydrolysis, ADP Hunter fluorescence; higher % means a stronger effect; GST-tagged Rac1 F28L mutant substrate | 0.6% of 340,000 active | AID 624330;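 active = first-screen hits whose inhibition reached a set limit at any dose in the follow-up dose series; inconclusive = inhibition above the set first-screen limit but never retested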;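 also: fluorescence reports GDP produced by GAP-driven GTP hydrolysis; strong numbers were not always called active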
# GPR35 arrestin U2OS – GPR35 antagonists blocking zaprinast-driven arrestin recruitment, primary screen, imaging, U2OS, beta-arrestin-GFP, zaprinast agonist (AID 2058). U2OS GPR35 beta-arrestin-GFP translocation imaging, zaprinast antagonism; higher % means a stronger effect. inhibition, % at 10 µM, or IC50 in µM where a hit was titrated. 0.052% of 290,000 active;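 active = inhibition of at least 50% with at least 30 cells and total cytoplasm GFP at most 10,000,000; inconclusive = under 30 cells or total GFP of 10,000,000 plus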
# NS5 inhibitors – flavivirus cap methylation enzyme inhibition – biochemical, confirmation dose response, primary screen (AID 588689) | one-dose inhibition, % at 25 µM; IC50 in µM for titrated hits | 0.3% of 340,000 active | Dengue-2 NS5 methyltransferase capping enzyme assay, biochemical; higher % means a stronger effect; in the data active = a potency from the dose series; inconclusive = inhibition above about 29% without an active follow-up result
# NS5 inhibitors pilot replicate – second read-out of NS5 inhibitors, no call of its own (marks repeat the call); inhibition, %; measured here: pilot screen replicate inhibition
# Active calls of the source: *; ? = inconclusive; . = no result given; [ ] = another dose, or the depositor's remark. The order is random (roughly 1.5% active in at least one column).
SMILES,K1F lysis inhibition,Salmonella PhoP GFP,Large T inhibition,HIV fusion peptide,RSV antiviral HEp-2,GPR55 LPI antagonism,Rac1 GTP hydrolysis,GPR35 arrestin U2OS,NS5 inhibitors,others
Cc1cc(SCC(=O)N/N=C/c2ccc(O)cc2O)nc2ccccc12,-0.7%,7%,8%,2.1%,11%,14%,?,-2%,-6%,
COc1ccc(S(=O)(=O)N(CC(=O)N2CCN(C)CC2)C2CCCCC2)cc1OC,3.5%,7%,7%,-0.9%,1.3%,10%,10%,-1%,-2%,
CCc1ccccc1NC(=O)CN(c1cccc(OC)c1)S(C)(=O)=O,0.9%,6%,-2%,-2.0%,0.6%,21%,-2%,-4%,-1%,
CC(C)OC(=O)/C(C#N)=C/c1ccc(-c2ccc(SC(F)F)cc2)o1,3.1%,-14%,2%,16%,14%,0%,0%,0%,7%,
COc1ccc2nc(NC(=O)Nc3ccccc3OC)sc2c1,-1.1%,-3%,16%,-2.1%,1.0%,-5%,8%,1%,-4%,
Cc1ccc2cccc(NC(=S)NC(=O)c3ccccc3)c2n1,1.5%,3%,2%,5.6%,4.8%,-5%,7%,4%,-10%,
Cn1cccc1C(=O)OCc1ccc(F)cc1,0.1%,0%,17%,-0.2%,1.1%,5%,5%,-12%,-10%,
COC(=O)CCC(=O)c1oc2ccccc2c1N,0.2%,20%,5%,-2.5%,-0.9%,5%,-2%,29%,-8%,
O=c1cc[nH]c2ccc(OC(F)(F)F)cc12,2.3%,10%,11%,1.1%,.,-5%,5%,1%,2%,
COc1ccc(/C=C(/NC(=O)c2ccco2)C(=O)N2CCc3ccccc32)cc1OC,0.7%,5%,12%,0.1%,3.4%,5%,7%,56%,1%,
O=C(NCCN1CCN(c2cccc(Cl)c2)CC1)Nc1ccccc1,-1.1%[50 µM],15%,-11%,-0.6%,-1.1%,0%,9%,-4%,-9%,
OCCNCCOc1ccc(Cl)c(Cl)c1,3.1%[50 µM],0%,6%,-1.4%,0.3%,2%,4%,2%,3%,
CCc1cc(C(=O)c2ccc(OC)cc2)c(NC(=O)CN2CCCCC2)s1,1.4%,-9%,4%,0.7%,0.8%,4%,7%,1%,3%,
CC(=O)c1c(C)[nH]c(C(=O)NCCC2=CCCCC2)c1C,1.3%,0%,8%,0.2%,6.4%,8%,7%,4%,-19%,
Cc1ccc(C)c(NC(=O)C(=O)NCC2CCCN2S(=O)(=O)c2cccs2)c1 (centres undefined),1.0%[50 µM],-7%,24%,.,-1.0%,.,2%,.,9%,
CC1(C)CC(NC(=O)c2ccncc2)CC(C)(C)N1O,0.1%,-5%,3%,-0.7%,1.3%,-5%,9%,3%,-3%,
COc1cccc(/C=N/NC(=O)Cn2cnc3c2c(=O)n(C)c(=O)n3C)c1OC,.,0%,6%,-3.0%,2.7%,2%,.,-15%,.,
CC(=O)Nc1ccc(S(=O)(=O)NCCC(=O)NCCc2ccc(F)cc2)cc1,0.1%,0%,0%,-0.3%,0.5%,39%,2%,-3%,-4%,
COc1ccc(-n2c(SCC(=O)Nc3cccc4ccccc34)nc(O)cc2=O)cc1,-0.7%,4%,-1%,9.5%,.,16%,7%,-5%,-6%,
COc1ccc(C2=NS(=O)(=O)N(C)C(C(=O)NCc3ccccc3)=C2)cc1OC,12%,.,6%,-1.1%,2.7%,0%,-4%,0%,0%,
CCCn1ncc(CN2CCC(Oc3ccc(C(=O)N4CCCC4)cc3)CC2)c1C,0.2%,-5%,3%,-2.4%,1.0%,8%,9%,7%,3%,
O=C(CCc1c[nH]c2ccccc12)NCC1COc2ccccc2O1 (centres undefined),0.4%,1%,15%,0.0%,-0.8%,-4%,8%,0%,-4%,
C/C(N)=C(/C#N)C(=O)CSc1nn(-c2ccc(Cl)cc2)c(=S)s1,-0.1%,1%,20%,0.1%,42%,-23%,8%,-4%,13%,
Cc1c(Cl)cccc1NC(=O)CCC(=O)NNC(=O)CCC(=O)O,-0.1%,-1%,8%,-1.3%,0.8%,7%,-5%,-16%,-8%,
O=C(CCS(=O)(=O)c1ccccc1)NCCS(=O)(=O)c1ccccc1,1.2%,5%,7%,0.0%,2.0%,14%,8%,1%,4%,
O=C(CC1(O)C(=O)Nc2ccccc21)c1ccc(-n2cnnn2)cc1 (centres undefined),0.3%,-1%,5%,0.7%,0.3%,-5%,1%,-1%,-5%,
CCCc1nc2ccccc2c(=O)n1-c1ccc(C(=O)OCC)cc1,0.2%,3%,1%,2.4%,5.6%,10%,4%,3%,-2%,
CCN(CC)C(=O)CSc1nc2cc(OC)c(OC)cc2c(=O)n1Cc1ccc(Cl)cc1,0.0%,3%,4%,-0.4%,6.3%,3%,11%,12%,-3%,NS5 inhibitors pilot replicate=-1.5
Cc1ccccc1C(C(=O)NCc1ccccc1)N(Cc1ccco1)C(=O)c1ccccn1 (centres undefined),-0.2%,-2%,1%,-0.8%,1.8%,41%,8%,-4%,3%,
COc1ccc(C(=O)Nc2nnc(SCC(=O)NCc3ccco3)s2)c(OC)c1,0.2%,-7%,15%,-0.6%,3.6%,8%,15%,-13%,1%,
Cc1cc(=O)n2c3ccccc3n(CC(O)CN3CCN(CCO)CC3)c2c1C#N (centres undefined),-0.1%,0%,25%,-1.5%,0.5%,5%,10%,14%,-4%,
COc1ccc(S(=O)(=O)CCC(=O)N(C)c2ccc(OC)cc2OC)cc1,-2.3%,6%,5%,0.2%,0.8%,-6%,1%,-4%,2%,
CC(C)C(=O)Nc1cccc(C(=O)Nc2nnc(C(C)C)s2)c1,-0.2%,-1%,1%,1.6%,2.3%,7%,6%,-2%,-7%,
CCN(Cc1nc2ccccc2c(=O)[nH]1)C(=O)c1ccc(C)c(NC(=O)c2ccco2)c1,5.9%,.,.,.,-0.4%,.,4%,.,1%,
CCC(C)(C)NC(=O)C(c1ccc(C)cc1)N(Cc1ccco1)C(=O)Cn1nnc2ccccc21 (centres undefined),2.1%,1%,7%,2.0%,0.6%,2%,5%,12%,6%,
COCCn1c(SCc2nc3ccccc3c(=O)[nH]2)nnc1-c1ccncc1,8.4%,-7%,0%,0.6%,0.7%,4%,7%,-4%,-4%,
O=C(c1ccc([N+](=O)[O-])cc1)N1CCc2ccccc21,0.4%,.,11%,.,1.9%,.,8%,.,5%,
O=C(Nc1ccc(Cl)cc1)N(C1=NCCC1)c1ccc(OC(F)F)cc1,-0.3%,4%,-12%,-1.3%,16%,0%,8%,13%,-2%,
CC(NC(=O)CNC(=O)c1ccco1)c1ccccc1 (centres undefined),0.2%,1%,3%,2.5%,0.7%,9%,6%,-11%,-7%,
CCC(C)(C)NC(=O)C(c1ccc(OC)cc1)N(C(=O)CCC(=O)Nc1cc(C)on1)c1ccc(OC)c(OC)c1 (centres undefined),0.1%,1%,10%,1.1%,2.5%,-4%,6%,-1%,1%,
CSc1ncc(C(=O)Nc2ccc(C)cc2C)c(C)n1,0.0%,-8%,2%,1.2%,-0.1%,8%,3%,-3%,0%,
Cc1ccc(N(CC(=O)NCc2ccc3c(c2)OCO3)S(C)(=O)=O)cc1,0.1%,-5%,10%,-1.7%,0.1%,5%,0%,-12%,-2%,
CCCC(=O)NC(NC(=S)Nc1ccc(S(N)(=O)=O)cc1)C(Cl)(Cl)Cl (centres undefined),0.0%[50 µM],9%,5%,-2.1%,1.1%,8%,3%,5%,-4%,
CC(C)c1ccc(/C=N/NC(=O)C2CCCC2)cc1,0.2%[50 µM],-5%,15%,1.4%,18%,13%,7%,-10%,0%,
Cc1nc2ccccc2nc1OCC(=O)Nc1cc(C(F)(F)F)ccc1N1CCOCC1,0.2%,-22%,1%,-1.5%,1.6%,-6%,4%,-10%,-11%,
Clc1ccc(C2=NN=C3COc4ccccc4N3C2)cc1,-0.1%,3%,0%,2.5%,2.3%,14%,5%,-2%,-3%,
CC(C)C(CO)N1CCN(Cc2ccccc2)CCC1=O (centres undefined),-2.1%,-2%,29%,1.4%,1.7%,4%,7%,-15%,5%,
CCOC(=O)N1CCC(NC(=O)c2cc(C(=O)Nc3cccc(OC)c3)ccc2CO)CC1,0.8%,13%,-2%,3.0%,3.2%,9%,-6%,15%,-2%,
O=C(COc1coc(CN2CCc3ccccc3C2)cc1=O)Nc1ccc([N+](=O)[O-])cc1,1.0%[50 µM],-2%,7%,.,5.9%,.,6%,.,-10%,
O=C(O)CC(CC(=O)O)c1ccsc1,3.3%,.,.,.,0.6%,.,4%,.,-1%,
O=C(Cc1ccc(Cl)cc1)Nc1ccc(C(=O)N2CCOCC2)cc1,0.1%,7%,4%,-0.2%,7.4%,8%,-1%,11%,-8%,
Cc1ccc(NCc2nc(SCC(=O)Nc3ccccc3)n[nH]2)cc1,-1.2%,6%,5%,-0.4%,0.2%,-1%,19%,2%,10%,

# Molecules above containing an NH in an aromatic ring, in the order listed:
SMILES,K1F lysis inhibition,Salmonella PhoP GFP,Large T inhibition,HIV fusion peptide,RSV antiviral HEp-2,GPR55 LPI antagonism,Rac1 GTP hydrolysis,GPR35 arrestin U2OS,NS5 inhibitors,others
O=c1cc[nH]c2ccc(OC(F)(F)F)cc12,2.3%,10%,11%,1.1%,.,-5%,5%,1%,2%,
CC(=O)c1c(C)[nH]c(C(=O)NCCC2=CCCCC2)c1C,1.3%,0%,8%,0.2%,6.4%,8%,7%,4%,-19%,
O=C(CCc1c[nH]c2ccccc12)NCC1COc2ccccc2O1 (centres undefined),0.4%,1%,15%,0.0%,-0.8%,-4%,8%,0%,-4%,
CCN(Cc1nc2ccccc2c(=O)[nH]1)C(=O)c1ccc(C)c(NC(=O)c2ccco2)c1,5.9%,.,.,.,-0.4%,.,4%,.,1%,
COCCn1c(SCc2nc3ccccc3c(=O)[nH]2)nnc1-c1ccncc1,8.4%,-7%,0%,0.6%,0.7%,4%,7%,-4%,-4%,
Cc1ccc(NCc2nc(SCC(=O)Nc3ccccc3)n[nH]2)cc1,-1.2%,6%,5%,-0.4%,0.2%,-1%,19%,2%,10%,
